From PubChem BioAssay
Hep lipid drop: hepatic lipid droplet formation modulation; AML12 mouse hepatocytes, oleate lipid droplets, BODIPY imaging; inhibition, % at 6.5 µM; actives 0.4% (n = 240,000);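 active = lipid droplet intensity inhibited by at least 50%, with more than 500 cells counted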
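Assay system: AML12 hepatocytes (mouse); Probe or stimulus: oleic acid at 100 µM to induce lipid droplet formation; Dosing: compound at 6.5 µM only; Schedule: compound with oleate, overnight; Detection: fluorescence imaging, 20x objective, two fields per well; Measure: % inhibition of lipid droplet signal.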
WT yeast gro inh: growth inhibition of WT yeast, mitochondrial fusion screen. mitochondrial fusion phenotypic screen, WT strain. inhibition, % at 10 µM. actives 2.1% (n = 190,000). AID 1362; in the data active = inhibition above about 58%; tested in S. cerevisiae
Myeloid diff 2: promotes myeloid progenitor differentiation | ER-HoxA9 myeloid progenitors, lysozyme-GFP differentiation, flow cytometry | calls only at 10 µM | actives 1% (n = 360,000);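 active = normalized GFP-positive differentiation at or above the plate's own cutoff, the solvent-only control mean plus 3 SD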;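 also: cells exposed to compound for four days before flow analysis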
T cell modulator: modulates CD8 T cell binding to vesicles; calls only at 7 µM; actives 0.068% (n = 330,000); 2C CD8+ T cell-vesicle binding, flow cytometry; active compounds read low; AID 2052;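 active = response, share of CD8 T cells binding vesicles, and their 90th percentile fluorescence all below set limits, cut at about 80% in these data, passing the limit was not always enough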
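material = purified 2C TCR transgenic mouse naive CD8+ T cells | controls = Unloaded micro-vesicles (low), QL9 vesicles with 0.7% DMSO (high) | detection = cytometric PE anti-B7-1 and Alexa647 anti-CD8 signals after 1% paraformaldehyde fixation | incubation = binding step 1.5 h, 37 °C, antibody labelling 20 min, ice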
West Nile antiviral: inhibition of WNV-induced cytopathic effect – cell-based, CPE readout (AID 1621). one-dose CPE inhibition, % at 10 µM; IC50 in µM for titrated hits. actives 0.02% (n = 290,000). West Nile virus-infected cells, CPE inhibition; higher % means a stronger effect; in the data active = a potency from the dose series; also: strong numbers were not always called active
Autophagy HCS: modulators of autophagy. MEF GFP-LC3 puncta imaging; test concentration mostly 10 µM. calls only at 10 µM (by protocol). actives 0.98% (n = 190,000);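 active = percentage of spot-positive cells more than 3 SD above its plate mean, without a fluorescence outlier flag or 80% toxicity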;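 also: spot-positive cell cutoff set from DMSO-treated cells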
Insulin prom up: MIN6 insulin promoter up-regulation | MIN6 insulin promoter-GFP reporter, high-content imaging; active compounds read high | z-score at 5 µM | actives 0.3% (n = 190,000);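 active = z-score above 3 at 5 µM with at least 500 cells counted in the well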
bCat nuc transl: alters nuclear translocation of beta-catenin in HeLa cells; immunofluorescence imaging; nuclear translocation activity, % at 5 µM; actives 0.3% (n = 190,000); AID 1665;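 active = nuclear translocation activity above 50% at 5 µM, with a well cell count of 50 or more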;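 also: per-cell ratio of nuclear to cytoplasmic median beta-catenin stain intensity; plate controls were DMSO negative control for no effect and GSK-3 inhibitor IX positive control for full effect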
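Technique: fluorescence imaging of beta-catenin antibody stain plus DAPI / Material: human HeLa cell line / Incubation: compound treatment 24 h, 37°C, 5% CO2 / Read-out basis: % activation of per-cell nuclear versus cytoplasmic median beta-catenin signal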
MT stabilizer: stabilizes microtubules in HeLa cells; HeLa tubulin immunostaining HCS, 24 h; share of cells brighter than vehicle mean+2SD; % tubulin-high responders, % at 10 µM; actives 0.83% (n = 200,000);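 active = plate Z-score above 3 for both tubulin-high and condensed-nucleus cell shares, with cell loss under 80%, at 10 µM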;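 also: anti alpha tubulin signal scored within the nucleus-defined area of each cell; some results filed as inactive read as strong as hits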
WT yeast gro inh mutant strain: also measured in WT yeast gro inh; calls as there; inhibition, %; mitochondrial fusion phenotypic screen, mutant strain inhibition
Insulin prom up cell count: further read-out of Insulin prom up, marked with its call; cell count; measured here: cytotoxicity, nuclei count;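 total cells summed across four imaged fields per well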
Hep lipid drop cells 6.5 µM: recorded beside Hep lipid drop, whose call it bears; cell count; measured here: cell count, cytotoxicity flag;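 cells counted across two imaged fields per well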
bCat nuc transl cell count 5 µM: further read-out of bCat nuc transl, marked with its call; cell count; measured here: cell count, cytotoxicity flag
T cell modulator vesicle-bound %: further read-out of T cell modulator, marked with its call; double positive events, %; measured here: CD8+ vesicle-bound cell fraction;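 binding gate set so that unloaded-vesicle control wells show 10% double positive cells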
MT stabilizer Hoechst-high %: recorded beside MT stabilizer, whose call it bears; % Hoechst-high responders; measured here: nuclear condensation Hoechst responders;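 share of cells brighter than vehicle mean plus two SD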
MT stabilizer cytotoxicity %: also measured in MT stabilizer; calls as there; toxicity, %; measured here: cytotoxicity by cell density;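 0% = mean cell density of plate MIN control wells and 100% = no cells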
Autophagy HCS cell loss 18 h: recorded beside Autophagy HCS, whose call it bears; toxicity, %; measured here: cell loss, nuclei count;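 cell loss after 18 h compound exposure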
Myeloid diff 2 GFP+ MAC1+ %: further read-out of Myeloid diff 2, marked with its call; GFP+ MAC1+ double positive, %; measured here: differentiation confirmed by MAC1 staining
* hit, by the source's call; i = inactive; nt = not tested or not shown.

Values run as follows: Myeloid diff 2	West Nile antiviral	Insulin prom up cell count	T cell modulator	MT stabilizer Hoechst-high %	Autophagy HCS	WT yeast gro inh	WT yeast gro inh mutant strain	Insulin prom up	Hep lipid drop cells 6.5 µM	T cell modulator vesicle-bound %	Autophagy HCS cell loss 18 h	MT stabilizer	Hep lipid drop	bCat nuc transl	bCat nuc transl cell count 5 µM	Myeloid diff 2 GFP+ MAC1+ %	MT stabilizer cytotoxicity %
#1 CCc1cccc(CC)c1NC(=O)CSc1nc2ccc(N3C(=O)C4C5C=CC(C5)C4C3=O)cc2s1 (stereo unspecified)
  i	-0.9%	720	i	1.7	i	0	33	-1.3	784	5	1	2.8	-23	5.5	972	1.1	6.7
#2 COc1cccc(CNC(=O)CSc2ccc(-c3ccccn3)nn2)c1
  i	-0.5%	1280	i	2.3	i	14	-7	-1.6	734	35	21	2.7	8	0.6	1139	0.7	3.1
#3 CC(C)NC(=O)CN1CCN(Cc2nc(C(c3ccccc3)c3ccccc3)no2)CC1
  i	-1.0%	1379	i	1.1	i	-6	-2	0.39	741	44	-3	3.3	16	-1.8	1088	1.4	9.4
#4 CCCOC(=O)c1ccc(NC(=O)Cc2cccs2)cc1
  i	-0.4%	nt	i	nt	nt	nt	nt	nt	834	68	nt	nt	29	nt	nt	0.6	nt
#5 Cc1ccc(C)c(N(C(=O)c2csnn2)C(C(=O)NC2CCCCC2)c2ccncc2)c1 (stereo unspecified)
  i	-0.3%	nt	i	nt	nt	nt	nt	nt	823	37	nt	nt	22	nt	nt	0.4	nt
#6 Nc1n[nH]c(CO)n1
  i	0.7%	1360	i	nt	nt	nt	nt	-0.02	699	26	nt	nt	2	-4.4	1170	0.3	nt
#7 CC(=O)Nc1cc(C(=O)NCc2ccco2)ccc1Sc1ccc(F)cc1
  i	0.4%	1524	i	4.2	i	-19	3	0.96	703	34	-8	1.4	0	-0.4	1131	0.6	9.7
#8 C1COCCNCCOCCOCCN1
  i	0.1%	nt	i	1.6	i	14	9	nt	nt	62	-1	2.5	nt	nt	nt	1.2	0.4
#9 O=C(Nc1ccc(CSc2ccccc2)cc1)c1ccco1
  i	0.5%	nt	i	nt	nt	nt	nt	nt	859	21	nt	nt	1	nt	nt	0.5	nt
#10 CCOc1ccc(NC(=O)Cn2cc(C(=O)C3CC3)c3ccccc32)cc1
  i	-0.1%	nt	i	nt	nt	nt	nt	nt	760	41	nt	nt	9	nt	nt	0.5	nt
#11 COc1ccc(-c2nnc(SCC#CCO)o2)cc1OC
  i	-0.4%	1763	i	2.1	i	9	18	-0.39	599	29	17	4.0	-1	-1.8	1134	1.2	3.9
#12 Cc1ccc(CONC(=O)/N=C/N(C)C)cc1
  i	-0.3%	nt	i	1.2	i	8	25	nt	nt	32	-1	0.8	nt	nt	nt	2.2	7.8
#13 CS(=O)(=O)N(CC(=O)Nc1cccc(Cl)c1)c1ccccc1Cl
  i	-1.5%	947	i	1.1	i	-7	6	-0.13	804	43	-8	1.7	4	nt	nt	2.3	10
#14 O=C(CSc1ccc2ccccc2c1)Nc1ccc(S(=O)(=O)Nc2nccs2)cc1
  i	-0.2%	1330	i	1.8	i	13	2	0.15	598	44	-4	1.5	-1	nt	nt	0.4	3.1
#15 CNC(=O)C1CC(=O)N(c2ccc(OCC(=O)N3CCCC3)cc2)C1 (stereo unspecified)
  i	0.4%	nt	i	nt	nt	nt	nt	nt	877	32	nt	nt	-2	nt	nt	0.4	nt
#16 NC(=S)N/N=C/c1cccc(/C=N/NC(N)=S)c1
  i	0.0%	1083	i	nt	nt	nt	nt	0.16	726	40	nt	nt	9	1.4	1275	0.6	nt
#17 CCOC(=O)c1ccccc1NC(=O)COC(=O)CC1CCCCC1
  i	0.2%	nt	i	nt	nt	nt	nt	nt	844	67	nt	nt	2	nt	nt	0.0	nt
#18 COc1ccc(NC(=S)N2CCN(CCN=CC3=C(O)CC(c4ccccc4)CC3=O)CC2)cc1 (stereo unspecified)
  i	-0.2%	1320	i	2.9	i	-3	24	0.75	679	33	-1	4.2	15	nt	nt	1.3	1.2
#19 C=C(C)CSc1nc2sc3c(c2c(=O)n1C1CCCCC1)CCN(C)C3
  i	0.1%	721	i	nt	nt	nt	nt	-0.83	713	27	nt	nt	-5	1.4	1288	1.3	nt
#20 COc1ccc(CCNC(=O)CCn2c(=O)c3cccn3c3cccnc32)cc1OC
  i	0.2%	nt	i	nt	nt	nt	nt	nt	682	32	nt	nt	17	nt	nt	2.5	nt
#21 Cc1ccc(S(=O)(=O)NCC(=O)N(CC(=O)NC2CCCC2)c2ccc3c(c2)OCCO3)cc1
  i	-0.3%	1308	nt	3.9	i	1	14	0.48	nt	nt	5	0.9	nt	-1.2	1156	0.5	9.3
#22 Cc1cccc(C2Nc3cccc4cccc(c34)N2)c1
  i	-0.8%	nt	i	nt	nt	nt	nt	nt	837	29	nt	nt	-4	nt	nt	0.4	nt
#23 Cc1cccc(CSc2ncccc2C(=O)O)c1
  i	0.1%	1180	i	2.2	i	3	-5	0.55	731	37	0	5.3	-6	-0.6	520	2.0	5.2
#24 CN(Cc1nc(Cc2ccccc2F)no1)CC1(N2CCOCC2)CCCCC1
  i	-1.4%	1447	i	1.9	i	9	1	-0.39	627	43	15	3.8	-4	0.4	1078	0.7	1.8
#25 Nn1c(SCC(=O)NC2CCCC2)nnc1-c1ccccc1F
  i	-0.1%	1075	i	1.3	i	-2	16	-0.56	nt	34	11	4.0	nt	0.4	753	0.9	8.2
#26 NC(=O)c1ccc(S(=O)(=O)N2CCSCC2)cc1
  i	0.5%	nt	i	nt	nt	nt	nt	nt	817	28	nt	nt	-3	nt	nt	0.3	nt
#27 CC(=O)c1c(C)nn(-c2ccccc2)c1C
  i	0.8%	1384	i	nt	nt	nt	nt	0.16	704	30	nt	nt	-7	1.6	1150	0.7	nt
#28 CC(=O)c1cccc(NC(=S)Nc2ccn(Cc3cccc4ccccc34)n2)c1
  i	-1.1%	1558	i	3.5	i	26	31	-0.76	662	35	4	4.5	3	-1.3	984	0.9	6.8
#29 CC(=O)N1CCN(CC(=O)Nc2cccc(S(=O)(=O)N3CCCCCC3)c2)CC1
  i	0.0%	1326	i	1.8	i	-18	5	-0.48	684	55	-1	1.1	4	-0.5	1151	0.4	5.4
#30 CCOC(=O)C1CCN(Cc2nc3ccc([N+](=O)[O-])cc3c(=O)n2-c2ccc(OC)cc2OC)CC1
  i	-0.7%	1002	i	3.2	i	8	8	0.43	711	55	-7	0.1	4	4.1	983	0.3	6.1
#31 CN(C)c1ccc(/C=N\NC(=O)CC#N)cc1
  i	0.1%	1382	i	2.4	i	-21	10	-0.89	712	30	-7	2.8	2	1.4	1091	0.8	3.8
#32 CCN(CC)CCCN1C(=O)C(O)=C(C(=O)c2sc(C)nc2C)C1c1ccco1 (stereo unspecified)
  i	0.6%	1374	i	2.2	i	0	3	-0.06	nt	33	11	2.5	nt	0.3	736	1.0	1.7
#33 Cc1ccc(-c2nnc(SCC(=O)NNC(=O)COc3ccccc3C)n2C)cc1
  i	-0.6%	1260	i	6.1	i	-16	-19	0.63	590	35	7	1.7	-33	nt	nt	0.4	11
#34 COC(=O)C1=C(C)N(C2CCCCC2)C(=O)C1
  i	0.9%	1575	i	2.2	i	-6	-11	-0.39	nt	56	10	4.0	nt	0.2	1283	0.4	0.4
#35 COc1cc(-c2nnc(COC(=O)CSc3cc(C)c4ccccc4n3)o2)cc(OC)c1OC
  i	0.7%	670	i	1.5	i	1	-8	1.6	714	54	33	0.9	-1	-1.5	1054	0.4	10.0
#36 O=C(Nc1ccc(-c2nnc(-c3ccccc3)o2)cc1)C(F)(F)F
  i	nt	1499	i	3.2	i	-5	-1	-0.72	nt	39	4	1.5	nt	4.8	1405	0.7	9.5
#37 O=C(CCc1ccccc1)NC(=S)NCc1ccco1
  i	-0.9%	1434	i	2.6	i	8	20	0.38	nt	31	20	3.8	nt	-0.3	1475	0.6	5.8
#38 C=CCNS(=O)(=O)c1ccc(N2C(=O)c3ccccc3C2=O)cc1
  i	0.1%	1468	i	1.5	i	0	-20	-0.11	720	1	-5	1.6	10	1.8	983	0.3	4.0
